# LYPLA2 inh = blocks human lysophospholipase 2, a PME1 counter-screen; O95372; recombinant LYPLA2, FP-Rh probe fluorescence polarization; inhibition, % at 5.9 µM; 320,000 tested, 0.38% active; AID 2177;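 active = inhibition above the screen-wide mean plus 3 SD, limit set per campaign, cut at about 26% in these data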;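 note: 0% = LYPLA2 with DMSO and 100% = wells lacking LYPLA2 enzyme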
# Target sequence (O95372 whole entry, looked up): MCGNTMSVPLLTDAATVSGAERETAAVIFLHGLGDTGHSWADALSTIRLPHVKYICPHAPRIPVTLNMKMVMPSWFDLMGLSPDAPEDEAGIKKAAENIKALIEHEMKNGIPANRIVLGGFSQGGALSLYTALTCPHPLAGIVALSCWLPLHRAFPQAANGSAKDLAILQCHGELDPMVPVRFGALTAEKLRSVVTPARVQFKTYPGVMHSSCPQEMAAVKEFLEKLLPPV
# pPAFAH FP inh = pPAFAH (human) enzyme inhibition; Q13093; recombinant pPAFAH, FP-rhodamine probe fluorescence polarization; inhibition, % at 3.39 µM; 330,000 tested, 1.5% active;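 active = inhibition above the mean inhibition across the screen plus 3 SD, cut at about 25% in these data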;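 note: inhibitors block binding of the rhodamine activity-based probe so polarization drops; 0% = enzyme with DMSO and 100% = wells lacking pPAFAH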
# Target sequence (Q13093 whole entry, looked up): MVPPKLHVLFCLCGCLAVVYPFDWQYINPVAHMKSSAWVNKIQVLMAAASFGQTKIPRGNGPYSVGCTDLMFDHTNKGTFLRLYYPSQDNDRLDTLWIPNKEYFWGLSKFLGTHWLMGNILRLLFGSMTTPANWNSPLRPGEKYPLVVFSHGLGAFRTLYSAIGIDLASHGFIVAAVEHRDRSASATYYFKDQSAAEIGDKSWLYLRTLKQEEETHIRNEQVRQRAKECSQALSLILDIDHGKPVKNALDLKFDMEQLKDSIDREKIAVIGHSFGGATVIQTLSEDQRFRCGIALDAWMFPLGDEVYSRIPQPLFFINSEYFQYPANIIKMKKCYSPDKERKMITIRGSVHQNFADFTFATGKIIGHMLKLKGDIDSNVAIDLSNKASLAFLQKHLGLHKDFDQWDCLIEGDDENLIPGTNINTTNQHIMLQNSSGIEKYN
# LYPLA1 counter = LYPLA1 (human) inhibition in PME1 counter-screen; AID 2174; inhibition, % at 5.9 µM; recombinant LYPLA1, FP-Rh probe fluorescence polarization; 320,000 tested, 0.16% active; O75608;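 active = inhibition above the mean of all tested compounds plus 3 SD, set per campaign, cut at about 14% in these data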;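 note: inhibitors block serine hydrolase probe labeling of LYPLA1 so polarization falls; 0% = enzyme with DMSO and 100% = wells lacking LYPLA1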
# PME-1 inh = PME-1 (human) inhibition; Q9Y570; recombinant PME-1, FP-Rh probe fluorescence polarization; inhibition, % at 5.9 µM; 320,000 tested, 0.53% active; AID 2130;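 active = inhibition above the campaign mean of all compounds plus 3 SD, cut at about 26% in these data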;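 note: competitive labeling of PME-1 active site by serine hydrolase directed probe; 0% = PME-1 with DMSO and 100% = wells lacking PME-1 enzyme; inhibitors block probe labeling so polarization falls and inhibition rises; many of its hits are not listed in these tables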
# Target sequence (Q9Y570 whole entry, looked up): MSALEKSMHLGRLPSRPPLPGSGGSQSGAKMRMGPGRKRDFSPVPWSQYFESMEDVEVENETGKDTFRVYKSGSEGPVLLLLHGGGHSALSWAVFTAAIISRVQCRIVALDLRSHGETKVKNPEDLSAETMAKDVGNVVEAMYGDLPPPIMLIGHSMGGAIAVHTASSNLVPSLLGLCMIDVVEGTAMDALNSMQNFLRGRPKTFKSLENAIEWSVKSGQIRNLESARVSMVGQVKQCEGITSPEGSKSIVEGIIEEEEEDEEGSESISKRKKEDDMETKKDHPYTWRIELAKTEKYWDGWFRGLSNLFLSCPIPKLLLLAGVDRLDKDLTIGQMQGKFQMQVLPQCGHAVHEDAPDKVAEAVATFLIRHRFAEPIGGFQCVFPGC
# PAFAH2 FP inh = inhibitors of human PAFAH2; Q99487; recombinant PAFAH2, FP-rhodamine activity probe, fluorescence polarization; inhibition, % at 3.39 µM; 340,000 tested, 0.99% active; AID 492956;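 active = inhibition above the mean over all tested compounds plus 3 SD, cut at about 30% in these data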;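 note: inhibitors block probe labeling of enzyme so polarization drops; 0% = enzyme with DMSO and 100% = wells lacking PAFAH2 protein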
# PAD4 inh = inhibitors of human PAD4; Q9UM07; recombinant PAD4, RCA probe fluorescence polarization; inhibition, % at 6.36 µM; 330,000 tested, 0.41% active; AID 485272;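 active = percent inhibition above a cutoff equal to the mean of all tested compounds plus 3 SD, cut at about 15% in these data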;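 note: 0% = PAD4 with RCA probe and DMSO and 100% = probe without PAD4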
# PAFAH1B2 inh = PAFAH1B2 (human) inhibition. P68402. recombinant PAFAH1B2, FP-rhodamine activity probe, fluorescence polarization. inhibition, % at 3.39 µM. 340,000 tested, 1.2% active. AID 492953;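 active = inhibition above the mean of all tested compounds plus 3 SD, cut at about 24% in these data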;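 note: 0% = enzyme with DMSO and 100% = wells lacking PAFAH1B2; many of its hits are not listed in these tables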
# PAFAH1B3 FP inh = PAFAH1B3 (human) inhibition; Q15102; recombinant PAFAH1B3, FP-rhodamine probe, fluorescence polarization; inhibition, % at 3.39 µM; 340,000 tested, 0.28% active; AID 492972;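 active = inhibition above the screen-wide average of all tested compounds plus 3 SD, cut at about 25% in these data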;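 note: 0% = enzyme with DMSO only and 100% = wells lacking PAFAH1B3 protein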
# GSTO1 counter = blocks human GSTO1 in RBBP9 counter-screen; recombinant GSTO1, activity-based probe fluorescence polarization; inhibition, % at 5.96 µM; 300,000 tested, 1.1% active; AID 1974;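 active = inhibition above the campaign mean inhibition plus 3 SD, cut at about 35% in these data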;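 note: 0% = GSTO1-1 with DMSO and 100% = wells lacking GSTO1-1 enzyme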
# An asterisk follows results filed as active; . = no result given.
# The line under a structure holds: LYPLA2 inh, pPAFAH FP inh, LYPLA1 counter, PME-1 inh, PAFAH2 FP inh, PAD4 inh, PAFAH1B2 inh, PAFAH1B3 FP inh, GSTO1 counter
- CCn1nc(C(C)C(=O)O)c2ccccc2c1=O (stereo not given)
    -1, 5, 2, -3, 0, -4, 6, 4, 12
- CC1CN(C(=O)Cc2ccc(-c3ccccc3)cc2)CC(C)O1 (stereo not given)
    -1, 6, -4, 0, -5, 3, 3, 9, 3
- CC1(C)Cc2c(sc(NC(=O)C3CC(Cl)=CCC3C(=O)O)c2C#N)CO1 (stereo not given)
    -10, 2, -4, 4, 0, -9, 11, 12, -8
- Cc1ccc(C)c(CNc2ccc(S(=O)(=O)N3CCCCC3)cc2)c1
    -8, -7, -3, -1, -2, -4, 0, 3, .
- CC(=O)/C(N=Nc1cccc(C(F)(F)F)c1)=C(\C)O
    -2, -10, 0, -10, 0, 1, 2, 0, -4
- Cc1ccc(NC(=O)CCS(=O)(=O)c2cc3c(cc2Cl)NC(=O)CO3)cc1
    2, 6, 3, 1, 8, -4, -2, -4, -4
- O=C(/C=C/c1ccc(Cl)cc1)NC(=S)Nc1ccc(NC(=O)c2ccco2)cc1
    -118, -17, -46, -93, -87, -26, -25, -77, -41
- Cn1nnnc1SCCNC(=O)C1CCC(=O)N(CCc2cccc(F)c2)C1 (stereo not given)
    2, 1, 1, -3, 4, -2, 1, 10, 0
- COc1ccc(C=O)cc1CN1CCCN(Cc2ccccc2F)S1(=O)=O
    -2, 9, -2, 4, -6, -6, 3, 3, 1
- Cc1cc(C)n2c(SCC(=O)NCc3ccc4c(c3)OCO4)nnc2n1
    -1, 12, -5, -3, -2, 0, 3, 3, 2
- COc1ccc(Nc2nc(C(=O)N3CCc4ccccc4C3)cs2)cc1
    2, 16, 4, 3, 12, 2, 1, 8, 9
- O=C(c1ccccc1)N1CCN=C1c1ccccc1
    -1, 4, 1, 4, 2, 0, 1, 5, 3
- COC(=O)C1C(=O)c2c([nH]c(C(=O)OC3CCCC3)c2C)CC1C (stereo not given)
    1, 2, 3, 5, 1, -3, 6, 1, 1
- CC(C(=O)Nc1ccc(C(=O)O)c(O)c1)N1C(=O)/C(=C\c2ccco2)SC1=S (stereo not given)
    -7, 38*, 1, -31, 18, 11, 8, 16, 28
- Cc1cc2nc(SC(C)C(=O)O)[nH]c2cc1C (stereo not given)
    -12, 2, -2, -9, 2, 2, 4, -7, 3
- Cc1nc2scc(C)n2c(=O)c1S(=O)(=O)N1CCN(c2ccccc2F)CC1
    0, 0, 3, 3, 5, -2, -5, 8, 11
- CCCn1cc(SCC(=O)NC2CCCC2)c2ccccc21
    8, 5, 1, 4, 3, -3, 4, 7, 2
- COc1ccc(C(=O)/C(C)=N/O)cc1OC
    -3, 1, -5, -3, -4, -8, -1, 2, 3
- CC(=O)N1N=C(c2cccs2)CC1c1cc2cc(C)ccc2nc1Cl (stereo not given)
    -1, -1, -2, -1, 0, 0, 2, 0, 0
- Cc1oc2ccc(OCc3c(F)cccc3Cl)cc2c1C(=O)O
    6, -6, -3, 0, 5, -4, 7, 1, 9

# Some of the entries above, set out differently:
Molecule	LYPLA2 inh	pPAFAH FP inh	LYPLA1 counter	PME-1 inh	PAFAH2 FP inh	PAD4 inh	PAFAH1B2 inh	PAFAH1B3 FP inh	GSTO1 counter
Cc1ccc(NC(=O)CCS(=O)(=O)c2cc3c(cc2Cl)NC(=O)CO3)cc1	2	6	3	1	8	-4	-2	-4	-4
Cc1nc2scc(C)n2c(=O)c1S(=O)(=O)N1CCN(c2ccccc2F)CC1	0	0	3	3	5	-2	-5	8	11

# Remaining list, next part
# The line under a structure holds: LYPLA2 inh, pPAFAH FP inh, LYPLA1 counter, PME-1 inh, PAFAH2 FP inh, PAD4 inh, PAFAH1B2 inh, PAFAH1B3 FP inh, GSTO1 counter
- CC(OC(=O)c1ccc(Cl)c([N+](=O)[O-])c1)C(=O)N1CCN(Cc2ccccc2)CC1 (stereo not given)
    7, 0, -1, 0, 5, 1, 5, 9, .
- Cc1ccccc1CSc1nnc(NC(=O)Cc2cccs2)s1
    -5, 18, -4, -4, 9, -1, 1, 6, -4
- Cc1ccc(N2C(=O)C3C(C2=O)C2C=CC3C23CC3)c([N+](=O)[O-])c1 (stereo not given)
    7, 5, 1, -12, -10, -4, -1, 3, 1
- CCCCCn1c(SCC(=O)OC)nc2c1c(=O)[nH]c(=O)n2C
    1, 0, -3, -2, -3, -5, 3, -2, 4
- CC(c1ccco1)N(C(=O)CSc1ccc(Br)cc1)c1ccccn1 (stereo not given)
    2, 9, 3, -1, 0, -4, 21, 4, 5
- CC(=O)c1cc2c(cc1NC(=O)CN(C)S(=O)(=O)c1cccs1)OCO2
    ., 1, ., ., -3, -3, 7, 2, .
- NC(=O)C1CCN(C(=O)c2cc3ccccn3n2)CC1
    -2, 6, 1, 0, -3, 1, 5, -5, 10
- CCCNC(=O)N1CCN(c2ncccn2)CC1
    3, 2, -2, -1, 2, 0, 3, 6, 4
- CCCCNC(=O)CSc1nc2n[nH]c(C)c2c(=N)n1-c1cccc(Cl)c1C
    7, 2, 4, 15, 5, -1, 7, 6, 2
- COc1cccc(CSCC(=O)NCCc2ccccc2)c1OC
    -5, 3, 0, -3, 2, -1, 4, 0, 3
- COc1ccc(-c2cn3cccnc3n2)cc1NS(=O)(=O)c1ccccc1
    0, 23, -1, 3, 11, 1, -3, 3, -1
- COc1ccc(/C=N/NC(=O)c2cc(-c3ccccc3)nc3ccccc23)cc1O
    2, 5, -10, 3, -1, 1, 3, 6, -8
- CCOC(=O)CN(C(=O)CNC(=O)c1cccs1)C(C(=O)NC1CCCCC1)c1cccs1 (stereo not given)
    2, 0, 2, -5, 2, -2, 7, 4, 3
- Cc1sc(NC(=O)CSc2nnc(COc3ccccc3)n2C)c(C#N)c1C
    4, 4, -2, -2, -6, -6, 5, -3, 1
- CCCN(CC(=O)Nc1ccccc1C)C(=O)c1sc2ccccc2c1Cl
    2, 4, -2, 6, -1, 0, 3, 3, .
- COc1cc(O)c(C(CC(=O)N2CCN(c3ccccc3)CC2)c2ccc3c(c2)OCO3)c(OC)c1 (stereo not given)
    0, 3, -1, 1, -4, 0, 7, 5, 2
- O=C(COc1ccc([N+](=O)[O-])cc1)Nc1nc(-c2ccccn2)cs1
    -11, 3, -5, -6, 2, -3, 0, 5, 5
- O=C(/C=C/c1ccc(S(=O)(=O)N2CCOCC2)cc1)Nc1ccc(F)c(F)c1F
    ., -3, ., ., -3, 0, -3, 3, .
- COC(=O)C1=C(C)NC(C)=C(C(=O)OC)C1c1ccco1
    0, 4, -2, -3, 3, -3, 6, 5, 3
- CCOC(=O)c1sc(N2C(=O)C(O)=C(C(=O)c3ccco3)C2c2cccc(Cl)c2)nc1C (stereo not given)
    -11, 3, -14, -38, 23, -14, 0, 2, -33
- O=C1[C@@H]2CSCN2C(=O)CN1Cc1ccc(F)cc1
    5, 2, 2, -3, 2, 1, -1, 0, 8
- COc1cc(CN2CCN(c3ncccn3)CC2)cc(OC)c1
    -1, 0, 0, 1, 3, 0, -5, 2, 3
- COc1ccc(/C=N/NC(=O)c2ccc3c(c2)OCCO3)cc1[N+](=O)[O-]
    0, 6, 2, -6, -6, -3, 3, -2, 8
- CC(C)Cn1c(N)c(C(=O)CSc2nc3ncc(Cl)cc3[nH]2)c(=O)n(C)c1=O
    -5, 0, -2, -13, 1, -5, -2, 0, -13
- COCCCN(C(C)=O)c1nc(-c2ccc(OC)cc2)cs1
    -2, -2, 5, 4, -11, -4, -1, -3, 5
- CCOC(=O)C1C(c2ccc(OC)cc2)N(C)OC1(O)C(F)(F)F (stereo not given)
    -7, 1, 0, -5, 8, -3, 5, 7, 9
- CC(C)(C)Nc1cccccc1=O
    -5, -1, 2, 1, 3, -5, 3, -2, 1
- CCN1C(=O)C(CC(=O)Nc2ccc(F)cc2)N(CCc2ccc(OC)cc2)C1=S (stereo not given)
    -9, -1, -6, -3, 2, -3, 1, -5, -2
- Cc1[nH]c(-c2ccc3c(c2)OCO3)nc1C(=O)O
    4, 3, 1, 2, -3, -2, 7, 7, 26
- O=C(NNC(=O)c1ccccc1-c1ccccc1C(=O)O)c1ccccc1
    -3, 3, 0, 9, 2, -5, 9, 3, -1
- O=C(CSc1nnc(-c2cccnc2)n1Cc1ccccc1)NCc1ccco1
    2, 4, 0, -4, 5, 3, 5, 6, 0
- Cc1ccccc1OCC(=O)Nc1ccccc1NC(=O)c1ccco1
    7, 5, 8, 4, 11, 0, 3, 8, 3
- CCN1C(c2ccccc2)=C(c2ccccc2)S/C1=C\C=C1/SC(=S)N(C)C1=O
    -7, -19, 0, -17, -20, -49, -14, -5, -57
- COc1ccc(-c2nc(CN3CCCCC3c3cccnc3)c(C)o2)c(F)c1 (stereo not given)
    2, 2, 2, 2, 2, 4, 0, -2, -5

# Reformatted: results already given
Molecule	LYPLA2 inh	pPAFAH FP inh	LYPLA1 counter	PME-1 inh	PAFAH2 FP inh	PAD4 inh	PAFAH1B2 inh	PAFAH1B3 FP inh	GSTO1 counter
COc1cc(CN2CCN(c3ncccn3)CC2)cc(OC)c1	-1	0	0	1	3	0	-5	2	3
COc1ccc(/C=N/NC(=O)c2ccc3c(c2)OCCO3)cc1[N+](=O)[O-]	0	6	2	-6	-6	-3	3	-2	8
CC(C)Cn1c(N)c(C(=O)CSc2nc3ncc(Cl)cc3[nH]2)c(=O)n(C)c1=O	-5	0	-2	-13	1	-5	-2	0	-13
COCCCN(C(C)=O)c1nc(-c2ccc(OC)cc2)cs1	-2	-2	5	4	-11	-4	-1	-3	5
CCOC(=O)C1C(c2ccc(OC)cc2)N(C)OC1(O)C(F)(F)F (stereo not given)	-7	1	0	-5	8	-3	5	7	9
CC(C)(C)Nc1cccccc1=O	-5	-1	2	1	3	-5	3	-2	1
CCN1C(=O)C(CC(=O)Nc2ccc(F)cc2)N(CCc2ccc(OC)cc2)C1=S (stereo not given)	-9	-1	-6	-3	2	-3	1	-5	-2
Cc1[nH]c(-c2ccc3c(c2)OCO3)nc1C(=O)O	4	3	1	2	-3	-2	7	7	26
O=C(NNC(=O)c1ccccc1-c1ccccc1C(=O)O)c1ccccc1	-3	3	0	9	2	-5	9	3	-1
O=C(CSc1nnc(-c2cccnc2)n1Cc1ccccc1)NCc1ccco1	2	4	0	-4	5	3	5	6	0
Cc1ccccc1OCC(=O)Nc1ccccc1NC(=O)c1ccco1	7	5	8	4	11	0	3	8	3
CCN1C(c2ccccc2)=C(c2ccccc2)S/C1=C\C=C1/SC(=S)N(C)C1=O	-7	-19	0	-17	-20	-49	-14	-5	-57
COc1ccc(-c2nc(CN3CCCCC3c3cccnc3)c(C)o2)c(F)c1 (stereo not given)	2	2	2	2	2	4	0	-2	-5

# Screens (PubChem)

# Some of the compounds tested; count on the stated rates, not on these rows.
